Insulin prom up – insulin promoter activators in MIN6 cells, imaging, high-content screening, mouse beta cells; MIN6 insulin promoter-GFP reporter; active compounds read high; z-score at 5 µM; actives 0.3% (n = 190,000); AID 1625, 2009;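 active = z-score above 3 at 5 µM with at least 500 cells counted in the well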
bCat nuc transl – modulators of beta-catenin nuclear translocation, primary screen, imaging, HeLa cells, immunofluorescence, high-content; nuclear translocation activity, % at 5 µM; actives 0.3% (n = 190,000); AID 1665, 2009;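 active = nuclear translocation activity above 50% at 5 µM, with a well cell count of 50 or more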;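 note: per-cell ratio of nuclear to cytoplasmic median beta-catenin stain intensity; plate controls were DMSO negative control for no effect and GSK-3 inhibitor IX positive control for full effect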
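Test system: human HeLa cell line; Doses: 5 µM primary, 0.02–20 µM confirmation; Incubation: 24 h compound exposure, 37°C; Detection: beta-catenin immunofluorescence imaging with DAPI; Read-out: beta-catenin nuclear/cytoplasmic ratio, % activation.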
MT stabilizer – microtubule stabilizers in HeLa cells, primary screen, imaging, high-content imaging; HeLa tubulin immunostaining HCS, 24 h; share of cells brighter than vehicle mean+2SD; % tubulin-high responders, % at 10 µM; actives 0.83% (n = 200,000);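 active = plate Z-score above 3 for both tubulin-high and condensed-nucleus cell shares, with cell loss under 80%, at 10 µM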;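 note: anti alpha tubulin signal scored within the nucleus-defined area of each cell; some results filed as inactive read as strong as hits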
human PMI inhibitors – human PMI inhibitors, high substrate, primary screen, biochemical, fluorescence intensity, high mannose 6-phosphate (AID 1220); Mannose-6-phosphate isomerase (Homo sapiens); recombinant PMI enzyme, coupled fluorescence intensity; higher % means a stronger effect; inhibition, % at 20 µM; hits with a dose series show IC50 in µM; actives 0.66% (n = 190,000)
T cell modulator – modulators of CD8 T cell-vesicle binding, primary screen, mouse 2C CD8+ T cells, flow cytometry. 2C CD8+ T cell-vesicle binding; active compounds read low. calls only at 7 µM. actives 0.068% (n = 330,000). AID 2052, 2009;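 active = response, share of CD8 T cells binding vesicles, and their 90th percentile fluorescence all below set limits, cut at about 80% in these data, passing the limit was not always enough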
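Test system: purified 2C TCR transgenic mouse naive CD8+ T cells. Probe or stimulus: QL9-peptide-loaded Drosophila micro-vesicles bearing Ld, ICAM-1 and B7-1. Incubation: binding step 1.5 h, 37 °C, antibody labelling 20 min, ice. Measured by: flow cytometry of vesicle-bound cells.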
PMI inhibitors – inhibitors of human PMI, primary screen, biochemical, fluorescence intensity, coupled assay (AID 1209); Mannose-6-phosphate isomerase (Homo sapiens); actives 0.42% (n = 190,000); purified PMI enzyme, coupled fluorescence intensity; higher % means a stronger effect; inhibition, % at 20 µM, or IC50 in µM where a hit was titrated;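 note: plate controls were DMSO vehicle for no effect and wells lacking substrate for full effect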
Autophagy HCS – autophagy modulators in MEF cells, primary screen, imaging, high-content, MEF GFP-LC3; MEF GFP-LC3 puncta imaging; test concentration mostly 10 µM; calls only at 10 µM (by protocol); actives 0.98% (n = 190,000);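 active = percentage of spot-positive cells more than 3 SD above its plate mean, without a fluorescence outlier flag or 80% toxicity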;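 note: spot-positive cell cutoff set from DMSO-treated cells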
TNAP activation fold – human TNAP enzyme activators, primary screen, biochemical, luminescent, no phosphate acceptor, uHTS (AID 1001); Alkaline phosphatase, tissue-nonspecific isozyme (Homo sapiens); purified TNAP, luminescent activation assay, no phosphate acceptor; higher activation fold means a stronger effect; activation fold at 20 µM; hits with a dose series show EC50 in µM; actives 0.03% (n = 200,000); in the data active = activation fold from about 3, or a potency from the dose series; inactive = the rest, 99 in 100 with activation fold below about 1.6; note: many of its hits are not listed in these tables
Hep lipid drop – inhibitors of hepatocyte lipid droplet formation, primary screen, imaging, high-throughput imaging, BODIPY stain | AID 1656, 2009 | actives 0.4% (n = 240,000) | inhibition, % at 6.5 µM | AML12 mouse hepatocytes, oleate lipid droplets;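 active = lipid droplet intensity inhibited by at least 50%, with more than 500 cells counted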
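Material – AML12 mouse liver cells · Also added – oleate loading, 100 µM · Compound dosing – 6.5 µM single-point dosing · Times – overnight treatment with compound plus oleate · Measured by – fluorescence imaging, 20x objective, two fields per well · Read-out – percent inhibition of filter-corrected integrated lipid droplet intensity per well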
Insulin prom up cell count – recorded beside Insulin prom up, whose call it bears; cell count; measured here: cytotoxicity, nuclei count;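 total cells summed across four imaged fields per well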
Hep lipid drop cells 6.5 µM – recorded beside Hep lipid drop, whose call it bears; cell count; measured here: cell count, cytotoxicity flag;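 cells counted across two imaged fields per well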
bCat nuc transl cell count 5 µM – further read-out of bCat nuc transl, marked with its call; cell count; measured here: cell count, cytotoxicity flag
T cell modulator vesicle-bound % – recorded beside T cell modulator, whose call it bears; double positive events, %; measured here: CD8+ vesicle-bound cell fraction;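 binding gate set so that unloaded-vesicle control wells show 10% double positive cells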
MT stabilizer Hoechst-high % – further read-out of MT stabilizer, marked with its call; % Hoechst-high responders; measured here: nuclear condensation Hoechst responders;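 share of cells brighter than vehicle mean plus two SD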
MT stabilizer cytotoxicity % – second read-out of MT stabilizer, no call of its own (marks repeat the call); toxicity, %; measured here: cytotoxicity by cell density;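 0% = mean cell density of plate MIN control wells and 100% = no cells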
Autophagy HCS cell loss 18 h – further read-out of Autophagy HCS, marked with its call; toxicity, %; measured here: cell loss, nuclei count;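 cell loss after 18 h compound exposure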
* = called active by the depositor; i = inactive; / = no result given; + = active, no number. Cut-off read from the data, not from the text of the source, unless noted: active = inhibition above about 50%; inactive = the rest.

SMILES | Insulin prom up | Insulin prom up cell count | bCat nuc transl | bCat nuc transl cell count 5 µM | MT stabilizer | MT stabilizer Hoechst-high % | MT stabilizer cytotoxicity % | human PMI inhibitors | T cell modulator | T cell modulator vesicle-bound % | PMI inhibitors | Autophagy HCS | Autophagy HCS cell loss 18 h | TNAP activation fold | Hep lipid drop | Hep lipid drop cells 6.5 µM
O=C(NCC(O)CN1CCOCC1)c1ccc([N+](=O)[O-])cc1 (stereo not given) | 0.57 | 1574 | 0.8 | 1115 | 1.0 | 2.5 | 4.9 | -5.9% | i | 58.3 | -1.1% | i | 0.7 | 1 | 9.7 | 638
O=c1[nH]c2ccc(S(=O)(=O)N3CCN(c4ccccc4)CC3)cc2[nH]c1=O | 0.46 | 1441 | -0.3 | 1342 | 2.0 | 1.3 | 4.7 | 14.5% | i | 9.2 | 17.5% | i | -27.5 | 1.2 | / | /
COc1cccc2cc(C(=O)C3=C(O)C(=O)N(CCN(C)C)C3c3ccc(F)cc3)oc12 (stereo not given) | -1.04 | 1021 | -0.3 | 1153 | 1.4 | 1.9 | 5.1 | 10.3% | i | 15.2 | 0.7% | i | -10.3 | 1.1 | / | /
O=C1/C(=C/c2cccnc2)SC(=S)N1C1CCS(=O)(=O)C1 (stereo not given) | -0.26 | 1430 | 0.1 | 1101 | 3.5 | 2.3 | 0.6 | 5.8% | i | 44.0 | 19.7% | i | -5.1 | 1.3 | -0.6 | 664
Cc1cc(=O)oc2cc(OC(=O)c3ccccc3)ccc12 | 2.34 | 1247 | -2.5 | 1142 | 2.1 | 2.4 | 6.7 | -4.4% | i | 21.3 | -0.4% | i | -1.9 | 1.2 | 1.7 | 720
CCCC(=O)NC(Nc1c(C)n(C)n(-c2ccccc2)c1=O)C(Cl)(Cl)Cl (stereo not given) | 0.64 | 1470 | -0.8 | 1633 | 1.2 | 1.1 | 3.1 | -7.5% | i | 61.1 | -7.5% | i | -22.9 | 1.1 | -3.0 | 730
CC(C)(CO)NC(=O)CCCOc1ccc(Cl)cc1Cl | 0.55 | 1247 | 0.0 | 1105 | 2.5 | 3.0 | 19.3 | 14.4% | i | 46.7 | 19.8% | i | -0.3 | 1.1 | -2.3 | 700
C=CCn1c(SCC(=O)N2CCOCC2)nc2sc3c(c2c1=O)CCCC3 | -2.64 | 1310 | / | / | 3.6 | 2.8 | 5.9 | 1.0% | i | 39.1 | 4.9% | + | 32.5* | 1.1 | 0.5 | 747
COc1cc(NC2c3ncccc3C(=O)N2Cc2ccco2)cc(OC)c1OC (stereo not given) | 0.79 | 1215 | -2.3 | 1179 | 5.9 | 2.1 | 7.5 | 24.0% | i | 51.2 | -1.2% | i | -2.2 | 1.1 | 1.4 | 735
CC(C)n1c(-c2cccnc2)nc2cnccc21 | 0.22 | 1181 | -2.0 | 1191 | 4.7 | 2.7 | 7.8 | -6.7% | i | 31.3 | -15.1% | i | 2.8 | 1 | -6.1 | 748
Clc1ccc(-c2nnc(-c3ccccc3)o2)c(Cl)c1 | 0.26 | 1259 | -5.7 | 868 | 3.9 | 3.9 | 9.4 | 6.9% | i | 8.7 | 9.7% | i | 18.3 | 1.1 | / | /
CCc1nnc(NC(=O)CSc2nc(-c3ccccc3)cc(-c3ccc(OC)cc3)c2C#N)s1 | -0.07 | 1252 | / | / | 3.2 | 2.5 | 7.8 | -11.2% | i | 42.7 | -3.0% | i | 37.4 | 1.1 | -33.1 | 666
CC(CC(=O)O)CC(=O)Nc1nncs1 (stereo not given) | 0.5 | 1080 | -0.1 | 1274 | / | / | / | / | i | 55.3 | / | / | / | / | -15.1 | 649
COC(=O)c1ccc(C2C(Oc3ccccc3C)C(=O)N2CCc2ccc(OC)c(OC)c2)cc1 (stereo not given) | 0.36 | 1464 | -0.9 | 1331 | 1.7 | 0.5 | 3.6 | 5.8% | i | 27.8 | 12.3% | i | -24.8 | 1.1 | / | /
O=C(NCC(=O)N1CCC(N2CCCCC2)CC1)C1CCCCC1 | 1.48 | 1202 | / | / | 1.9 | 2.0 | 8.4 | 14.6% | i | 49.2 | 16.1% | i | 4.2 | 1.1 | 5.0 | 748
O=C(/C=C/NNC(=O)c1ccc(Br)cc1)c1ccccc1 | -0.18 | 887 | 0.6 | 1171 | 3.1 | 2.2 | 6.4 | -12.1% | i | 50.0 | -5.4% | i | -38.5 | 1 | -7.4 | 748
O=S(=O)(NCCCCCNS(=O)(=O)c1ccc(F)cc1)c1ccc(F)cc1 | -0.84 | 1087 | -2.7 | 1037 | 1.8 | 1.3 | 9.1 | -0.5% | i | 62.7 | 2.8% | / | / | 1.6 | -0.6 | 795
CC1CCN(CC(CS(=O)(=O)c2ccc([N+](=O)[O-])cc2)N2CCC(C)CC2)CC1 (stereo not given) | 2.11 | 778 | 5.1 | 1197 | / | / | / | / | i | 54.2 | / | / | / | / | 2.2 | 654
Cc1nc(N/N=C/c2ccc(O)cc2)c2cnn(-c3ccccc3)c2n1 | -2.03 | 1234 | -4.1 | 1125 | 3.4 | 2.2 | 2.5 | 10.3% | i | 2.3 | 15.3% | i | -2.9 | 1.2 | 1.1 | 673
Cc1ccc(Cn2cnc3c(cnn3-c3ccc(F)cc3)c2=O)cc1 | / | / | -1.1 | 1126 | 1.9 | 1.4 | 5.0 | 0.5% | i | 8.2 | 4.7% | i | -42.4 | 1.1 | 23.5 | 741
CN(CCC#N)C(=O)COC(=O)/C=C/c1ccc2c(c1)OCO2 | 0.03 | 1060 | -1.4 | 1162 | 4.1 | 1.7 | 3.5 | -3.1% | i | 28.4 | -6.0% | i | -9.1 | 1.1 | 15.6 | 665
CCc1ccc(NC(=O)c2ccccc2NC(=O)C2CCCO2)cc1 (stereo not given) | 0.66 | 802 | / | / | 1.5 | 1.9 | 10.6 | -8.8% | i | 30.1 | -8.2% | i | -9.4 | 1.1 | -5.1 | 778
O=C(O)CC1(O)C(=O)N(Cc2ccccc2)c2ccccc21 (stereo not given) | 0.69 | 1411 | -0.3 | 1001 | 0.5 | 1.0 | 5.4 | -1.6% | i | 28.6 | 0.0% | i | -7.8 | 1.1 | 3.4 | 701
C=CCNc1nc2c(c(=O)n(C)c(=O)n2C)n1CC | -1.03 | 1152 | -0.6 | 988 | 4.0 | 2.5 | 1.9 | -13.5% | i | 29.7 | -4.4% | i | 11.0 | 1.1 | 4.9 | 735
Cc1cccc(C(=O)O/N=C2\CCS(=O)(=O)c3sccc32)c1 | 1.22 | 1315 | -4.6 | 1321 | 1.6 | 1.6 | 7.0 | 35.5% | i | 48.9 | 6.5% | i | -5.2 | 1.1 | / | /

Shown with two lines to a compound: part of the list above
Values run as follows: Insulin prom up, Insulin prom up cell count, bCat nuc transl, bCat nuc transl cell count 5 µM, MT stabilizer, MT stabilizer Hoechst-high %, MT stabilizer cytotoxicity %, human PMI inhibitors, T cell modulator, T cell modulator vesicle-bound %, PMI inhibitors, Autophagy HCS, Autophagy HCS cell loss 18 h, TNAP activation fold, Hep lipid drop, Hep lipid drop cells 6.5 µM
C=CCNc1nc2c(c(=O)n(C)c(=O)n2C)n1CC
→ -1.03, 1152, -0.6, 988, 4.0, 2.5, 1.9, -13.5%, i, 29.7, -4.4%, i, 11.0, 1.1, 4.9, 735
Cc1cccc(C(=O)O/N=C2\CCS(=O)(=O)c3sccc32)c1
→ 1.22, 1315, -4.6, 1321, 1.6, 1.6, 7.0, 35.5%, i, 48.9, 6.5%, i, -5.2, 1.1, /, /

The list continues:
SMILES | Insulin prom up | Insulin prom up cell count | bCat nuc transl | bCat nuc transl cell count 5 µM | MT stabilizer | MT stabilizer Hoechst-high % | MT stabilizer cytotoxicity % | human PMI inhibitors | T cell modulator | T cell modulator vesicle-bound % | PMI inhibitors | Autophagy HCS | Autophagy HCS cell loss 18 h | TNAP activation fold | Hep lipid drop | Hep lipid drop cells 6.5 µM
CC1CCN(C(=O)c2ccc3c(c2NCCO)C(=O)c2ccccc2C3=O)CC1 | -0.73 | 874 | -0.5 | 1159 | 1.1 | 2.3 | 6.6 | 0.1% | i | 2.6 | 4.3% | i | 29.6 | 0.8 | 67.6* | 682*
O=C(CCCN1C(=O)c2ccccc2C1=O)Oc1ccc(Cl)cc1 | 0.64 | 787 | -3.4 | 1055 | 1.6 | 1.6 | 5.5 | -12.4% | i | 55.5 | -4.3% | i | -5.4 | 0.9 | -3.2 | 766
O=c1/c(=C\c2cc([N+](=O)[O-])cc([N+](=O)[O-])c2O)sc2nc3ccccc3n12 | 0.34 | 1142 | 0.3 | 1088 | 2.8 | 1.1 | 3.2 | -140.2% | i | 42.1 | -66.6% | i | -0.3 | 0.8 | -13.3 | 692
CCCCC(=O)NC(=S)Nc1cccc(NC(=O)c2ccccc2)c1 | 0.71 | 1623 | -2.3 | 917 | 3.2 | 2.8 | 2.7 | 13.6% | i | 31.0 | 20.0% | i | 20.5 | 1.1 | 2.7 | 692
O=C(C(Cc1ccccc1)n1cccc1)N1CCN(c2ccccc2)CC1 (stereo not given) | 0.84 | 946 | / | / | 4.6 | 2.6 | 4.2 | -1.5% | i | 40.1 | 2.7% | i | 8.6 | 1.1 | / | /
COCCOC(=O)C1=C(C)N=C2SCCC(=O)N2C1c1cccc(Br)c1 (stereo not given) | -0.67 | 1239 | -0.5 | 1105 | 3.4 | 1.7 | 2.1 | 1.8% | i | 12.0 | 1.7% | i | 13.6 | 1.1 | 0.8 | 742
COc1ccccc1-c1nnc(NC(=O)c2ccc3c(c2)OCO3)s1 | 0.14 | 1399 | -3.5 | 1106 | 17.6 | 46.1 | 27.0 | -3.0% | i | 6.2 | 0.6% | + | 34.8* | 1.1 | -1.3 | 689
CC(C)OC(=O)C1CC=CCC1C(=O)Nc1ccc(Cl)cc1 (stereo not given) | / | / | / | / | 3.8 | 2.5 | 6.8 | 12.0% | i | 55.6 | 14.0% | i | 3.2 | 1.1 | -16.5 | 754
